TbREL1 primary – TbREL1 inhibition, primary screen; P86926; TbREL1 RNA ligation, FRET fluorescence; inhibition, % at 9.66 µM; hit rate 0.49% among 89,000;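 active = inhibition above the mean inhibition across all screened compounds plus 3 SD, cut at about 11% in these data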;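 also: 0% = plate median of test wells and 100% = NSC42067 control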
Target sequence (P86926 whole entry, looked up): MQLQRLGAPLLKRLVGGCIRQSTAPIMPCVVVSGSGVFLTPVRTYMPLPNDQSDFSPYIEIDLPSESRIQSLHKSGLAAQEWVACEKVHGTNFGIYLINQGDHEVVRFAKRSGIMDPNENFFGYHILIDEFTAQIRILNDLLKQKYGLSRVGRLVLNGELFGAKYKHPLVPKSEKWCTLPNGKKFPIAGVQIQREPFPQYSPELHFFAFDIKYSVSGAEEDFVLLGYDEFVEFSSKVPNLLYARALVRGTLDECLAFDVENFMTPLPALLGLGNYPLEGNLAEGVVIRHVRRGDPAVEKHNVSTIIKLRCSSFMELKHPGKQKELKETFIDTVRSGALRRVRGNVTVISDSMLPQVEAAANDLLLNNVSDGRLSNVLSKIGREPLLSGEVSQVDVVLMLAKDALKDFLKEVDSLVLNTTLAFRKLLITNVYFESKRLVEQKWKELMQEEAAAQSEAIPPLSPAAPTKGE
* = called active by the depositor.

SMILES | TbREL1 primary
CC(C)CCNC(=O)[C@H](CSCc1ccccc1)N1Cc2ccccc2C1=O | 6
O=C(Nc1ccnn1C1CCN(Cc2ccc(CO)o2)CC1)c1ccc2c(c1)OCO2 | 3
COc1ccc(C(=O)Nc2ccnn2C2CCN(Cc3cccnc3)CC2)cc1 | 1
COc1ccc(OC)c(NC(=O)Nc2cc(NC(=O)Nc3cc(OC)ccc3OC)c(C)nc2C)c1 | -4
CC(=O)Oc1cccc(N2C(=O)C3C4C=CC(C4)C3C2=O)c1 (stereo not drawn) | 0
COc1ccc(-c2ccc3c(c2)S(=O)(=O)c2cccc(C(=O)NCc4ccccc4Cl)c2C3=O)cc1OC | 0
O=C(c1ccc([N+](=O)[O-])s1)N1CCN(c2cccc(Cl)c2)CC1 | -1
CCCCNS(=O)(=O)c1ccc(OC)cc1 | 1
O=[N+]([O-])c1ccc(N2CCCC2)cc1NCc1ccccc1 | 8
COCc1cc(=O)[nH]c(/N=C(\N)Nc2ccccc2C)n1 | 4
N#CC1=C(N)Oc2c(ccc3cccnc23)C1c1cccnc1 (stereo not drawn) | -1
COc1ccc(/C=N/NC(=O)c2ccn[nH]2)cc1CN1CCOCC1 | 0
CC(C)NC(=O)CN1C(=O)C(=O)c2ccccc21 | 1
CCCCCC(=O)N1C[C@H](n2cc(C3CC3)nn2)[C@@H](O)C[C@@H]1c1ccc(Cl)cc1 | -3
C=CCOc1ccccc1/C=C/C(=O)O | 0
CC(C)CC(=O)N1CCc2cc(S(=O)(=O)N(C)Cc3ccco3)ccc21 | -2
COc1cc(-c2csc(N3CCC(C(N)=O)CC3)n2)cc(OC)c1OC | 8
CCOc1ccc(S(=O)(=O)Nc2cc(NS(=O)(=O)c3ccc(OCC)cc3)cc(C(=O)O)c2)cc1 | 5
CC(=O)Nc1cc(NC(C)=O)cc(C(=O)OCC(=O)c2ccc3c(c2)OCO3)c1 | -3
CC(C)(C)c1csc(NC(=O)c2ccc(Br)o2)n1 | 3

Reprinted at random: 3 compounds from above, in no set order.
SMILES | TbREL1 primary
N#CC1=C(N)Oc2c(ccc3cccnc23)C1c1cccnc1 (stereo not drawn) | -1
O=C(c1ccc([N+](=O)[O-])s1)N1CCN(c2cccc(Cl)c2)CC1 | -1
CCCCCC(=O)N1C[C@H](n2cc(C3CC3)nn2)[C@@H](O)C[C@@H]1c1ccc(Cl)cc1 | -3

Some of the entries so far, as comma-separated lines:
canonical_smiles,TbREL1 primary
COc1cc(-c2csc(N3CCC(C(N)=O)CC3)n2)cc(OC)c1OC,8
CCCCNS(=O)(=O)c1ccc(OC)cc1,1
COc1ccc(OC)c(NC(=O)Nc2cc(NC(=O)Nc3cc(OC)ccc3OC)c(C)nc2C)c1,-4
COCc1cc(=O)[nH]c(/N=C(\N)Nc2ccccc2C)n1,4

The list continues:
SMILES | TbREL1 primary
Cc1cccc(NS(=O)(=O)c2ccc(-c3cnc(C4CC4)o3)cc2)c1C | 1
COC(=O)Cn1ncn2c(cc3oc(C)cc32)c1=O | -1
COC(=O)c1ccc(/C=C/C(=O)OCC(=O)Nc2cc(C)on2)cc1 | 0
CC1CCCCC1NC(=O)/C(C#N)=C/c1ccc(OCC(N)=O)cc1 (stereo not drawn) | -1
O=C(NCc1ccccc1)[C@]1(C(F)(F)F)C[C@H](CCc2ccccc2)CCCO1 | 0
C=CCCCCCCCCc1nc(=S)[nH][nH]1 | -1
O=C(CNC(=O)c1ccccc1)Oc1cccc(Cl)c1 | -1
CCNC(=O)Cc1ccc(NS(=O)(=O)c2ccc(F)cc2)cc1 | 8
O=C(Nc1ccncc1)c1ccc2c(c1)S(=O)(=O)c1ccccc1C2=O | 6
Cc1nnc2ccc(-c3ccc(NC(=O)c4cccnc4Cl)cc3)nn12 | 0
O=C(NCC(c1ccccc1)c1ccccc1)[C@H](Cc1ccccc1)NC1(C(=O)NC2CCCCC2)CCCCCC1 | 12*
C[C@H](CO)N1C[C@H](C)[C@@H](CN(C)C(=O)Nc2ccc3c(c2)OCO3)Oc2c(NS(=O)(=O)c3cn(C)cn3)cccc2C1=O | -1
O=C(CCN1CCCCC1)Nc1ccccc1 | 3
C=CCOc1ccc(/C(O)=C2\C(=O)C(=O)N(CCN(C)C)C2c2cccs2)cc1 (stereo not drawn) | -1
C[C@H](CO)N1C[C@H](C)[C@@H](CN(C)Cc2ccccc2)OCCCC[C@H](C)Oc2ccc(N(C)C)cc2C1=O | -6
CCOP(=O)(OCC)/C(=N/OC(=O)c1ccccc1C)C(N)=O | 4
Cc1cc(-c2sccc2C)nc(-n2cccc2)n1 | -5
O=S1(=O)CC(N2CCSCC2)CN1Cc1cn(Cc2ccccc2)nn1 (stereo not drawn) | -2
CCc1c(C)nc(N)nc1OCC(F)(F)C(F)F | 1
COc1ccc2c(c1)c(=O)oc1cc(OCC(=O)N3CCc4ccccc4C3)ccc12 | 1
CCOC(=O)c1ccc(N2C(=O)CC(N3CCN(C/C=C/c4ccccc4)CC3)C2=O)cc1 (stereo not drawn) | -2
CCCN(CC1CC1)c1nc(C)nc2c1nnn2Cc1ccccc1 | 6
O=C(COc1ccc2ccccc2c1)N[C@@H](C(=O)O)c1ccc(O)cc1 | -1
Cc1nc(NC(=O)CSc2nc3ccccc3s2)sc1C(=O)N(C)C | -4
CN(CCc1ccccn1)C(=O)Nc1ccc(Cl)cc1 | 5
CC1(C(=O)NS(=O)(=O)c2ccc3c(c2)CCO3)CCN1C(=O)C1(c2ccc(Cl)cc2)CCC1 (stereo not drawn) | 0
COC(=O)c1ccc2c(=O)n(CCN3CCOCC3)c(SCC(=O)NCc3ccccc3)nc2c1 | 3
O=C(Nc1ccccc1)c1ccc(NC2CCCCC2)c(S(=O)(=O)N2CCOCC2)c1 | -1
CCOC(=O)CC(=O)Nc1ccccc1C(=O)O | 1
CC1(C(=O)NS(=O)(=O)c2ccc(Br)cc2)CCN1C(=O)c1cccc(F)c1 (stereo not drawn) | 6
Cc1ccc(-c2cc(C(=O)NCCCN3CCOCC3)c3ccccc3n2)cc1 | 1
O=C(/C=N/O)NCCCN1CCOCC1 | 3
COc1ccccc1N=Cc1c(O)c2ccccc2oc1=O | -1
CCOc1cc(S(=O)(=O)n2nc(C)cc2C)ccc1F | 4
CC(C)C(NC(=O)Cc1ccccc1)C(=O)N1CCN(c2cccc(Cl)c2)CC1 (stereo not drawn) | 3
Cc1ccc(S(=O)(=O)NCC(=O)NCC(=O)NCCc2ccccc2F)cc1C | 0
CCOCCCNC(=O)C(NC(=O)c1ccc(NC(C)=O)cc1)c1ccc(Cl)cc1 (stereo not drawn) | -3
N#C/C(C(N)=O)=C1/SC(Cc2ccc(F)cc2)C(=O)N1c1ccccc1 (stereo not drawn) | -1
CN(C(=O)c1ccccc1F)C(c1ccccc1)c1ccccc1 | 1
Cc1cccc(C)c1Cn1c(C)c(C(=O)NCc2ccccc2C(F)(F)F)sc1=O | 1
CC1Cc2cc(/C(O)=C3/C(=O)C(=O)N(CCCn4ccnc4)C3c3ccc(F)cc3)ccc2O1 (stereo not drawn) | 4
FC(F)(F)c1cnc(NNC(=S)Nc2ccccc2Cl)c(Cl)c1 | -5
Cc1cccc(NC(=S)NC(=O)c2ccco2)n1 | -1
NC(=O)c1ccc(NC(=O)c2ccc(COc3ccccc3Br)cc2)cc1 | 4
O=C(COC(=O)c1cccnc1Cl)NCc1ccc(F)cc1 | 2
COc1ccc(C(=O)OCC(=O)N(C)C2CCS(=O)(=O)C2)cc1S(=O)(=O)N(C)Cc1ccccc1 (stereo not drawn) | 0
CN1CCN(S(=O)(=O)c2ccc3[nH]cc(C(=O)O)c(=O)c3c2)CC1 | 5
CCc1ccc(OCC(=O)N2CCN(c3ccccc3F)CC2)cc1 | 4
COc1ccc(-n2nc(C(=O)NCC(=O)Nc3cc(OC)c(OC)c(OC)c3)c3ccccc3c2=O)cc1OC | 0
CCOC(=O)c1nnn(-c2nonc2N)c1-c1ccc(OC)cc1 | 0
COc1ccc(/C=N/N(c2ccccc2)c2ccccc2)cc1O | -3
COc1ccc(C)cc1Nc1n[n+](C)c(-c2ccc(O)cc2O)s1 | -3
Clc1ccc(CSc2ncn[nH]2)cc1 | -1
COc1ccc(S(=O)(=O)Oc2ccccc2C(=S)N2CCOCC2)cc1 | 1
CC1CCN(S(=O)(=O)Cc2ccccc2Cl)CC1 | 7
COC(=O)CNC(=O)c1ccc(NS(=O)(=O)c2cc([N+](=O)[O-])ccc2Cl)cc1 | 1
C/C(=N\NC(=O)CN(c1ccccc1)S(=O)(=O)c1ccccc1[N+](=O)[O-])C(C)(C)C | -2
COc1cccc(OCC(=O)Nc2ccccc2NC(C)=O)c1 | 0
Cc1c(C(=O)COC(C)(C)C)[nH]c2ccccc12 | -2
O=C(c1ccccc1)c1ccc(Cn2cc(CCCO)nn2)cc1 | -3
Continuation:
SMILES | TbREL1 primary
COc1ccc(S(=O)(=O)N(C)C[C@H]2Oc3c(NS(=O)(=O)c4ccc(F)cc4)cccc3C(=O)N([C@H](C)CO)C[C@@H]2C)cc1 | -2
CCOc1ccc(NC(=O)Cn2nnc3c(cnn3-c3ccc(F)cc3)c2=O)cc1 | 2
Fc1ccc(-c2n[nH]c(=S)n2N=Cc2cccc(OCc3ccccc3)c2)cc1 | -4
COc1ccc(F)cc1S(=O)(=O)n1cc(C)nc1-c1ccccc1 | 0
NC(=O)CSc1nnc(-c2ccoc2)o1 | 7
COc1ccc(C(=O)OCC(O)COC(=O)c2ccc(OC)cc2)cc1 | -4
O=C1NCCn2ccc(=O)cc21 | 7
CC(C)c1cc(Br)ccc1OCCCN1C(=O)NC(C)(C)C1=O | 1
NC(=O)/C(N=Nc1ccccc1)=N/Nc1ccccc1 | -1
COc1cc(C)c(Cl)cc1S(=O)(=O)n1ccnc1 | 1
CCOc1cnc(-c2ccc(OC)cc2)o1 | 0
Oc1[nH]c2ccc(Br)cc2c1N=NC(=S)Nc1ccc(F)cc1 | -1
COc1cc(OC)cc(-c2c(-c3cccs3)c3cc(-c4ccc(OC)cc4F)ccc3n2C)c1 | 0
COC(=O)C1=C(C)N(Cc2ccccc2)C(=NCc2cc(OC)c(OC)c(OC)c2)N[C@H]1CCc1ccccc1 | 3
O=C(O)c1cc(C(=O)O)c(-c2ccccc2)c(C(=O)O)c1 | 0
CCN(C(=O)c1ccc2c(OC)n(CC)nc2c1)c1ccc(OC)cc1 | 1
Cn1c(CCCNC(=O)c2cccs2)nc2ccccc21 | -1
CCOC(=O)C(=CNc1ccc(Oc2cncc(Cl)c2)nc1)C(=O)OCC | 5
O=C1/C(=C/c2ccncc2)SC(=S)N1N1CCOCC1 | -4
O=Cc1cnc(N2CCCCC2)s1 | 0

Sorted by formula weight (rising): part of the list above.
SMILES | TbREL1 primary
CN(CCc1ccccn1)C(=O)Nc1ccc(Cl)cc1 | 5
CCCN(CC1CC1)c1nc(C)nc2c1nnn2Cc1ccccc1 | 6
CC(C)CC(=O)N1CCc2cc(S(=O)(=O)N(C)Cc3ccco3)ccc21 | -2
Cc1ccc(-c2cc(C(=O)NCCCN3CCOCC3)c3ccccc3n2)cc1 | 1
O=C(NCC(c1ccccc1)c1ccccc1)[C@H](Cc1ccccc1)NC1(C(=O)NC2CCCCC2)CCCCCC1 | 12*
COc1ccc(S(=O)(=O)N(C)C[C@H]2Oc3c(NS(=O)(=O)c4ccc(F)cc4)cccc3C(=O)N([C@H](C)CO)C[C@@H]2C)cc1 | -2

Next section.
SMILES | TbREL1 primary
COc1ccc(C)cc1NC(=O)C1CCN(C(=O)c2ccco2)CC1 | 1
COc1ccc(NC(=O)CSc2ccc(-c3cccnc3)nn2)c(OC)c1 | -2
Cc1ccccc1CN1[C@@H](C(C)C)COCCS1(=O)=O | -1
Nc1c(C(=O)c2cccs2)oc2ccccc12 | 0
CC(C)CNC(=O)COC(=O)CCC(=O)c1ccc(F)cc1 | 0
COc1cc(C2NC(=S)NC3=C2CCc2ccccc23)cc(OC)c1OC (stereo not drawn) | -4

Some of the entries so far, as labelled records:
COc1ccc(NC(=O)CSc2ccc(-c3cccnc3)nn2)c(OC)c1
  TbREL1 primary = -2
Cc1ccccc1CN1[C@@H](C(C)C)COCCS1(=O)=O
  TbREL1 primary = -1

Screening data from PubChem.

Not all compounds are listed. The share of hits here may be higher or lower than overall.
